From PubChem
Smad3 FoxH1 inh: Smad3/FoxH1 peptide binding inhibitors, primary screen, biochemical, TR-FRET. Mothers against decapentaplegic homolog 3 (Homo sapiens), P84022. AID 630, 2007. hit rate 0.29% among 88,000. inhibition, % at 25 µM. TR-FRET Smad3/Dy647-FoxH1 peptide binding, europium anti-His;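 active means compounds that reduce the energy-transfer binding signal between the protein and its labelled peptide by more than half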;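 further: 0% = Smad3 plus labelled peptide maximal FRET and 100% = peptide-only background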
Target sequence (P84022 whole entry, looked up): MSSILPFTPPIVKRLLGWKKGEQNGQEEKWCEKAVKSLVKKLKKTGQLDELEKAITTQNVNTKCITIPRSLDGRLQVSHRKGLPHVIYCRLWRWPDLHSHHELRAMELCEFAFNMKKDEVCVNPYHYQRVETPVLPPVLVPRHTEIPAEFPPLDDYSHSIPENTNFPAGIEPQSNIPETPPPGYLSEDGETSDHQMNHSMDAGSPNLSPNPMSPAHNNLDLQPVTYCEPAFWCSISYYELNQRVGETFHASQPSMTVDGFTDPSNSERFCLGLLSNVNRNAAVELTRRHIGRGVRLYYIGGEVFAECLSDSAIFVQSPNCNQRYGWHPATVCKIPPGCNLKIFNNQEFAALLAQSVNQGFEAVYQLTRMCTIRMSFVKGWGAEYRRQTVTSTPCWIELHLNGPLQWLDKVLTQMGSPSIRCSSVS
ERa coact pot: enhancers of ERα–SRC-1 coactivator binding, primary screen, biochemical, TR-FRET, ERα LBD, low estradiol. Estrogen receptor (Homo sapiens), P03372. AID 639, 2007. hit rate 1.3% among 86,000. TR-FRET ERalpha-LBD/SRC-Cy5 coactivator binding, 2 h; 100 = basal binding, no effect. coactivator binding (% of control), % at 25.6 µM; in the data active means activity above about 200%;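 further: binding measured in presence of low estradiol as agonist stimulus; 0% = peptide alone without receptor and 100% = receptor with peptide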
ERb SRC1 inh: inhibitors of ERβ-SRC1 coactivator interaction, primary screen, biochemical, TR-FRET, ERβ LBD, SRC-1 peptide. inhibition, % at 25.6 µM. hit rate 1.3% among 86,000. TR-FRET ER-beta LBD / SRC1-Cy5 peptide binding; receptor agonist-loaded with 1 µM estradiol;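 active means compounds whose percent inhibition of the receptor-coactivator binding signal exceeds about 50% in the single-dose screen, limit read from the data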;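 further: 0% = receptor plus peptide wells without compound and 100% = peptide-only wells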
sEH inhibitor: soluble epoxide hydrolase inhibitors, primary screen, biochemical, human sEH | Bifunctional epoxide hydrolase 2 (Homo sapiens), P34913 | recombinant human sEH enzymatic activity assay | inhibition, % at 2 µM | hit rate 0.34% among 91,000 | AID 707, 2007; in the data active means inhibition above about 80%; further: values of inactives mirror those of a sister screen read the other way; many of its hits are not listed in these tables
Target sequence (P34913 whole entry, looked up): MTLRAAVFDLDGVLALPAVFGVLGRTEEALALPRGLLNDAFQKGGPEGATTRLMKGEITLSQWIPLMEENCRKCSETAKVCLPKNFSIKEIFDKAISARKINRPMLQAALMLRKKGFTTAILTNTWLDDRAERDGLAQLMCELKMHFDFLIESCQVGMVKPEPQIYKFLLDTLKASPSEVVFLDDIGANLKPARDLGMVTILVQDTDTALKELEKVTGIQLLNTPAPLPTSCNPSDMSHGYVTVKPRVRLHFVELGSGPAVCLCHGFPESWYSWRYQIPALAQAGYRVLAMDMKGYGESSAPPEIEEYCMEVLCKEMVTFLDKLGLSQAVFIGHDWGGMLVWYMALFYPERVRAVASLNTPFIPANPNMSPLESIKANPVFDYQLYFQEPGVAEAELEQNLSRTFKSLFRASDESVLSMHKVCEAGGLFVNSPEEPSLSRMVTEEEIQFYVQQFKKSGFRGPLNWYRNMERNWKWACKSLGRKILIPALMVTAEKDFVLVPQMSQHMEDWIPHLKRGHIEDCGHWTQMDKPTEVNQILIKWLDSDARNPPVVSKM
Calb biofilm kill: clotrimazole potentiators killing Candida biofilms, primary screen, with clotrimazole, Alamar Blue | inhibition, % at 6 µM | hit rate 0.14% among 85,000 | C. albicans biofilm + clotrimazole;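 active means inhibition above 20%; inactive means inhibition below 20%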;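 further: preformed 24 hr biofilms exposed to compound for 48 hr; 0% = biofilm without compound and 100% = blank killed by clotrimazole plus chlorhexidine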
CD11b adhes inh: inhibitors of CD11b/CD18 adhesion to fibrinogen, primary screen, K562 cells, luminescence | inhibition, % at 10 µM | Integrin beta-2 (Homo sapiens) + Integrin alpha-M (Homo sapiens), P05107+P11215 | ATPlite luminescence; Mn2+ added to activate the integrin | hit rate 0.54% among 93,000;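 active means primary inhibition of 50% or more at 10 µM, then 40% or more on retest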; further: some results filed as inactive read as strong as hits
Mac1 fbg enh: enhancers of CD11b/CD18 adhesion to fibrinogen, primary screen, K562 cells, luminescence; hit rate 0.07% among 93,000; Integrin beta-2 (Homo sapiens) + Integrin alpha-M (Homo sapiens), P05107+P11215; ATPlite luminescence; activation, % at 10 µM;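 active means 10 µM primary screen giving 50% or more activity, confirmed by 40% or more on retest at that dose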; further: strong numbers were not always called active; reference of the scale not given here
MT1-MMP txn act: MT1-MMP promoter reporter activation – cell-based, luciferase luminescence, primary screen | HT1080 MT1-MMP promoter luciferase reporter, overnight; hits give high values | activation factor at 10 µM | hit rate 0.16% among 86,000 | AID 750, 2007;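 active means activation factor of at least 2 for MT1-MMP transcription at 10 µM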
sEH act: soluble epoxide hydrolase activators, primary screen, biochemical, human sEH; Bifunctional epoxide hydrolase 2 (Homo sapiens), P34913; activation, % at 2 µM; hit rate 0.04% among 91,000; purified human sEH enzymatic activity, activator screen; in the data active means activation above about 37%; further: values of inactives mirror those of a sister screen read the other way
An asterisk follows results filed as active; x = no result given; [ ] = remark or other dose.

Values run as follows: Calb biofilm kill	ERb SRC1 inh	sEH inhibitor	Smad3 FoxH1 inh	MT1-MMP txn act	Mac1 fbg enh	CD11b adhes inh	ERa coact pot	sEH act
- COc1cccc(-c2nnc(NC(=O)Cc3cccs3)s2)c1
 : 7	50	0	5[fluorescence artefact?]	1.1	13	-5	129[fluorescence artefact?]	2
- COC(=O)c1[nH]c2ccccc2c1NC(=O)CN1CCN(C/C=C/c2ccccc2)CC1
 : 4	-2[fluorescence artefact?]	12	3	1.1	-4	32	111	-12
- OC(c1cccs1)(c1cccs1)C1C[N+]2(CF)CCC1CC2 (stereo unspecified)
 : x	x	-10	x	x	-3	-15	x	11
- CCc1c(C)nc2[nH]nc(-c3ccccc3C)n2c1=O
 : 6	9	-9	-1	1.1	3	-10	100	7
- CS(=O)(=O)N1CCC(C(=O)Nc2ccccc2)CC1
 : -1	-8[fluorescence artefact?]	5	-6	1	-2	-8	105	-4
- CCN1C(=O)/C(=C\N2CCN(C)CC2)SC1=S
 : 3	20[fluorescence artefact?]	-4	-18	1.2	-6	2	99	4
- COCCn1c(SCc2cccnc2)nnc1-c1ccco1
 : -2	5	12	3	1	-2	-1	107	-12
- COC(=O)C1=CNC=C(C(=O)OC)C1c1ccccc1Cl
 : x	x	2	x	1.1	-2	-6	x	-2
- CCc1c(C)nc(N)n2c(SCC(=O)N3CCN(c4ccccc4)CC3)nnc12
 : 8	-1	x	6	1.1	x	x	109	x
- CC(=O)Nc1ccc(NC(=O)c2c(C)nc3ccccn23)cc1
 : 4	1	-3	-2	1.1	0	30	127	1
- NS(=O)(=O)c1ccc(CNC(=O)C23CC4CC(CC(C4)C2)C3)cc1
 : 1	-32	28	2	1.1	-1	-33	117	-28
- CCCCNCCCCOc1ccccc1
 : 5	-12	-8	-1	1.2	-1	10	99	8
- CCCOC(=O)C1=C(C)NC2=C(C(=O)CC(C)(C)C2)C1c1ccc(N(C)C)cc1 (stereo unspecified)
 : 4	1	7	8	1.3	-1	-11	90	-4
- CCOC(=O)Cn1c(Br)nc2c1c(=O)[nH]c(=O)n2C
 : 2	-1	-12	12	x	0	-9	86	14
- c1ccc(Cc2nnc3sc(-c4ccc5c(c4)OCO5)nn23)cc1
 : x	-9	12	7	1.1	x	x	110	-9
- c1ccc(-c2csc(N3CCOCC3)n2)cc1
 : 2	1	-1	-4	1.6	2	-4	70	-2
- O=C(c1ccco1)N1CCN(CCOCCOc2cccc3ccccc23)CC1
 : 5	1	-8	1	1.2	-2	7	118[fluorescence artefact?]	9
- COc1ccc(NC(C)=O)cc1NC(=O)CSc1nnc(-c2cccnc2)n1C
 : 4	-26	7	5	1.1	-1	-25	105[fluorescence artefact?]	-6
- O=C(CN1CCOc2ccccc21)NCc1ccccc1
 : 1	6[fluorescence artefact?]	x	1	1.2	x	x	106	x
- COC1(OC)N=C(N)C2(C#N)C(c3cccc(Oc4ccccc4)c3)C12C#N (stereo unspecified)
 : 8	-23	-5	7	1.2	1	-10	101	5
- CSCc1cc(N2CCOCC2)nc(SCc2ccc(Cl)c(Cl)c2)n1
 : x	x	10	x	x	3	8	x	-12
- Cn1nc(CC(=O)NC2CCCCCCCCCCC2)c2ccccc2c1=O
 : 12	55*[fluorescence artefact?]	27	-14[fluorescence artefact?]	1	x	x	50[fluorescence artefact?]	-27
- O=C(NCc1ccc(F)cc1)c1cc2c(s1)CCCC2
 : x	x	30	x	x	-2	6	x	-30
- CN(Cc1ccccc1)C(=O)CCC(=O)N(C)Cc1ccccc1
 : 5	5	18	1	1.6	-2	-12	81	-18
- O=c1cc(CO)oc(C(Nc2ccccn2)c2ccccc2F)c1O (stereo unspecified)
 : -3	33[fluorescence artefact?]	7	-4	1.1	x	x	60[fluorescence artefact?]	-8
- CC(=O)Nc1ccc(S(=O)(=O)N2CCN(Cc3ccncc3)CC2)cc1
 : 4	-20[fluorescence artefact?]	10	8[fluorescence artefact?]	1.1	-3	2	102	-7
- O=C(O)CN=C1NC2(CCCCC2)Cc2ccccc21
 : 3	6	-3	15	1.1	x	x	92[fluorescence artefact?]	4
- Cc1cc(=O)[nH]c(SCC(=O)Nc2ccc(Br)cc2)c1C#N
 : -4	1	-1	1	1.1	-6	93*	103	-2
- O=C(NC1CCCC1)C(c1ccccn1)N(C(=O)c1csnn1)C1CCCCC1 (stereo unspecified)
 : 1	-12	-2	-2	1.4	x	x	99	1
- O=C(c1ccco1)N1CCN(C(=O)N2CCOCC2)CC1
 : x	x	13	x	1	-3	0	x	-15
- Clc1ccccc1CN(Cc1ccccc1)c1ncnc2nc[nH]c12
 : 3	-19	14	9	1	x	x	58	-14
- COC(=O)CN(c1cc(OC)ccc1OC)S(=O)(=O)c1ccc(OC)c(OC)c1
 : 1	-4	x	9	1.2	-2	-17	120	x
- CCOc1ccc(C2N(c3ccc(F)cc3)C(=O)C3CCCN32)cc1OC (stereo unspecified)
 : -4	3	1	0	1.2	-1	-8	121	-3
- CC1(C)NC(=O)N(CC(O)COc2cccc(F)c2)C1=O (stereo unspecified)
 : 0	6[fluorescence artefact?]	-2	-3	1.1	4	5	114	2
- O=C(Nc1ccon1)c1csc2c1CCCC2
 : 5	1	2	1[fluorescence artefact?]	1.4	12	-35	110[fluorescence artefact?]	1
- O=C(NC(Cc1ccccc1)c1ccc2c(c1)OCCCO2)c1ccccc1 (stereo unspecified)
 : x	x	13	x	x	-2	-4	x	-13
- Cn1c(=N)c(S(=O)(=O)c2ccc(Cl)cc2)cc2c(=O)n3ccccc3nc21
 : 5	-6	7	4	1.1	x	x	98	-6
- COc1ccc(-c2csc(NC(=O)CC(C)C)n2)cc1
 : 9	-4	-6	9[fluorescence artefact?]	1.4	x	x	104	6
- CCN(CC)C(=O)c1cnn(-c2ccccc2)c1NC(=O)c1ccco1
 : 3	5[fluorescence artefact?]	-12	9	1.1	-3	-31	113	10
- N#CCSc1nc2cc(C(=O)N3CCCC3)ccc2c(=O)n1Cc1ccccc1
 : x	x	-16	x	1.1	2	-9	x	16
- Cc1cc(C(=O)NCC(=O)O)c(C)o1
 : -1	-2[fluorescence artefact?]	-14	1	1.2	2	2	101	8
- COc1cc(Br)cc(CN2CCN(C/C=C/c3ccccc3)CC2)c1O
 : x	x	-3	x	1.1	3	-10	x	1
- COc1ccc(N=c2oc3c(OC)cccc3cc2C(=O)NCc2ccco2)cc1OC
 : 7	27[fluorescence artefact?]	x	9	1	9	-9	177[fluorescence artefact?]	x
- Cc1ccc(/C=N/NC(=O)Cn2nc(C)c(Br)c2C)o1
 : -4	-12	2	21	1	-1	-16	89	-3
- O=C(CN1C(=O)C2CC=CCC2C1=O)OCCN1C(=O)c2ccccc2C1=O (stereo unspecified)
 : 4	3	-10	7	1.1	4	-7	122	10
- CCOC(=O)CN1C(=O)SC(CC(=O)Nc2nccs2)C1=O (stereo unspecified)
 : 7	4	-5	2	x	1	-26	111	7
- N#Cc1ccc(Oc2nc(Nc3ccc(F)cc3)nc(N3CCCC3)n2)cc1
 : 5	-4[fluorescence artefact?]	-13	-13	1.1	-2	-1	124	13
- CCCC(=O)NCCc1cc2cc(C)c(C)cc2[nH]c1=O
 : 5	-16	0	5	1.2	x	x	109	4
- O=C(Oc1cccc(Nc2ncnc3ccccc23)c1)c1ccccc1Cl
 : x	x	-8	x	x	-9	96	x	7
- Cc1cc(C)nc(SCc2nnc(SCC(=O)Nc3ccc(C)c(C)c3)n2Cc2ccco2)n1
 : 2	1	14	3	1.1	-1	10	108	-15
- CCOC(=O)c1sc(=NC(=O)c2ccc(S(=O)(=O)N3CC(C)OC(C)C3)cc2)n(C)c1C (stereo unspecified)
 : 3	2[fluorescence artefact?]	-4	2[fluorescence artefact?]	1	0	-9	146	2
- O=C(N/N=C/C=C/c1ccccc1)c1cccc(Br)c1
 : 8	0	19	2	1	x	x	105	-19
- Cc1ccc(S(=O)(=O)N2CCN(C(=O)C3CCCCC3)CC2)cc1
 : -1	-3	x	-12	1.1	6	1	90	x
- CCC(C)c1ccccc1NC(=O)c1cccnc1 (stereo unspecified)
 : 7	-31	0	4	1	6	-28	94	6
- CCOC(=O)c1cnc(SCc2nc(N)nc(Nc3ccccc3OC)n2)nc1N
 : 1	-17	-13	12	1	4	11	142[fluorescence artefact?]	14
- COC(=O)c1cccc(Cn2c(Cl)c(/C=N/NC(=O)c3ccccc3Cl)sc2=O)c1
 : 8	-3	72	-7	1.2	2	-3	105[fluorescence artefact?]	-72
- CC(C)COc1ccc(C(=O)NCc2ccco2)cc1
 : 7	-13[fluorescence artefact?]	7	12	1.3	0	-10	99	-5
- OCCNc1ncnc2c1ncn2Cc1ccccc1
 : 8	-1	x	-4	1.2	-3	-9	92[fluorescence artefact?]	x
- COc1ccc(OCCCC(=O)N2CCCc3ccccc32)cc1
 : 0	0[fluorescence artefact?]	-10	-6	1.1	1	0	103	11
- Cc1cccc(C)c1N(CC(=O)Nc1cc(Cl)ccc1Oc1ccccc1)S(C)(=O)=O
 : x	x	9	x	x	-1	-5	x	-7

Next section.
Values run as follows: Calb biofilm kill	ERb SRC1 inh	sEH inhibitor	Smad3 FoxH1 inh	MT1-MMP txn act	Mac1 fbg enh	CD11b adhes inh	ERa coact pot	sEH act
- COc1ccccc1N=c1oc2cc(O)ccc2cc1C(=O)NCC1CCCO1 (stereo unspecified)
 : 2	35[fluorescence artefact?]	11	7	1.1	x	x	75	-12
- COc1ccccc1N1CCN(c2nc3ccccn3c(=O)c2C=O)CC1
 : x	x	-12	x	x	3	3	x	15
- O=S(=O)(Nc1nc2ccccc2nc1Nc1ccc2c(c1)OCCO2)c1cccs1
 : 6	71*[fluorescence artefact?]	x	13	1.2	-3	90*	33[fluorescence artefact?]	x
- Cc1oc2c(c1C(=O)c1ccccc1)C(=O)C(=O)c1ccccc1-2
 : 1	-7	0	27	0	x	x	97[fluorescence artefact?]	1
- CC(Nc1nc(N2CCN(S(C)(=O)=O)CC2)nc2ccccc12)c1ccccc1 (stereo unspecified)
 : 1	-6[fluorescence artefact?]	28	0	1.2	x	x	103	-25
- CCC(=O)Nc1nnc(Cc2ccccc2)s1
 : 6	-10	-14	1	0.9	4	3	105	14
- COc1ccc(S(=O)(=O)Nc2ccc(CC#N)cc2)cc1
 : x	x	4	x	1.1	-1	4	x	-4
- CCC(=O)N1CCc2cc(S(=O)(=O)NCCCOC)ccc21
 : -1	5	13	3	x	0	14	100	-11
- O=C(CCc1ccc(S(=O)(=O)NCCc2ccccc2)cc1)NCc1ccco1
 : 8	-5	17	9	1.1	x	x	116	-14
- CCOc1ccc(N2C(=O)CSC23CCCCC3)cc1
 : 7	3	x	-1	1	-6	-3	101	x
- CCN(CC)C(=O)CSc1nc(-c2cccs2)cc(-c2cccs2)c1C#N
 : 4	7	-1	-10	1	x	x	191	3
- CNS(=O)(=O)c1cccc(C(=O)NCC(c2cccs2)N(C)C)c1 (stereo unspecified)
 : 5	-20[fluorescence artefact?]	0	0	1.2	7	-13	105	0
- O=C(CSc1nc(-c2ccccc2)c(-c2ccccc2)o1)Nc1nncs1
 : x	x	1	x	x	-2	2	x	0
- O=S(=O)(Cc1cc(Sc2ccc(Cl)cc2)nc(-c2ccccc2)n1)c1ccccc1
 : 8	-7	-10	-5	1	5	-33	100	9

The list is partial; count on the stated rates, not on these rows.
